BaF3 parental: counter-screen for JAK2V617F inhibitors: parental Ba/F3 viability inhibitors; CellTiter-Glo ATP luminescence; inhibition, % at 5.6 µM; 220,000 tested, 1.1% active;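 active = inhibition above a per-campaign cutoff, the mean inhibition of all tested compounds plus 3 SD, cut at about 27% in these data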;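 also: 0% = DMSO wells and 100% = JAK Inhibitor I control wells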
Runt-CBFb FRET: blocks binding of human RUNX1 Runt domain to CBFb. Q01196+Q13951. Cerulean-Runt/Venus-CBFb FRET ratio 530/480, 1 h. inhibition, % at 20 µM. 220,000 tested, 0.46% active;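 active = inhibition over about 50% at 20 µM in the single-dose screen, limit read from the data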;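 also: 0% = DMSO wells and 100% = excess unlabeled CBFb competitor control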
Target sequence (Q01196 whole entry, looked up, the tested form may be a part): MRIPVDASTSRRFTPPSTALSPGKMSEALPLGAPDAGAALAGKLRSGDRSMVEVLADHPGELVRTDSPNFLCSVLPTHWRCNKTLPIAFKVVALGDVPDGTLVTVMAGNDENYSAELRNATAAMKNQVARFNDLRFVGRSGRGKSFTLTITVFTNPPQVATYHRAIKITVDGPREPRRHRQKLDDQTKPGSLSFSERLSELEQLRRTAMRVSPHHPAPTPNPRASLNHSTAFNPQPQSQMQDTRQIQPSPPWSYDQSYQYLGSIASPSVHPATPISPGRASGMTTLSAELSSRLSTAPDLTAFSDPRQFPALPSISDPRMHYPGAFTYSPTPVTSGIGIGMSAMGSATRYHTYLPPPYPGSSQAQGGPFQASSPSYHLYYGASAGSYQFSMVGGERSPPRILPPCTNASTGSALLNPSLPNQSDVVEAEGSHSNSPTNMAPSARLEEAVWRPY
Target sequence (Q13951 whole entry, looked up, the tested form may be a part): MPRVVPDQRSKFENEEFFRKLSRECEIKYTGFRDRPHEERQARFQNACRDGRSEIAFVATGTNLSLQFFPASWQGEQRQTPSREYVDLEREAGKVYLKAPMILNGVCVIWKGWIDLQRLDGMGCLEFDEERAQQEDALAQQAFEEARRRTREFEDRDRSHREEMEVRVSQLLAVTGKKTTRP
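Buffer or medium: Tris pH 7.5 buffer with BSA. Assay system: Cerulean-labeled Runt domain protein. Amount: each fluorescent fusion protein 100 nM. Read-out basis: loss of energy transfer signal. Incubation: 1 h compound exposure, room temperature. Probe or stimulus: Venus-CBFb binding partner, 100 nM. Detection: FRET, excitation 422 nm, emission at 530 and 480 nm.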
NPY2 pot ag: potentiators or agonists of human neuropeptide Y receptor Y2 | P49146 | cells expressing NPY-Y2, potentiator/agonist read-out | activation, % at 3.6 µM | 220,000 tested, 0.45% active | AID 1359; in the data active = activation above about 27%;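 also: cells stimulated with NPY near EC25 plus isoproterenol at EC100; 0% = vehicle plus submaximal agonist and 100% = vehicle plus saturating agonist; some results beyond the cut were filed as inactive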
NPY1 pot ag: human NPY-Y1 potentiation or agonism, primary screen; P25929; NPY-Y1 expressing cells, potentiator/agonist activation; activation, % at 3.6 µM; 220,000 tested, 0.37% active; AID 1304; in the data active = activation above about 33%, passing the limit was not always enough;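 also: cells stimulated with NPY at EC10 then isoproterenol at EC100; 0% = low agonist plus stimulus and 100% = saturating agonist plus stimulus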
S1P4 antagonist: blocks the human S1P4 receptor | inhibition, % at 4.98 µM | S1P4-expressing cells, antagonist mode, reporter read-out | 220,000 tested, 0.26% active | AID 1510 | O95977; in the data active = inhibition above about 29%;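 also: 0% = wells stimulated with agonist and 100% = vehicle wells without agonist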
RBBP9 inhibitor: blocks human serine hydrolase RBBP9; 220,000 tested, 0.2% active; inhibition, % at 7.94 µM; AID 1515; recombinant RBBP9, FP-Rh probe fluorescence polarization;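 active = inhibition above the campaign mean of all tested compounds plus 3 SD, cut at about 14% in these data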;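 also: plate controls were DMSO wells with RBBP9 for no effect and wells lacking RBBP9 protein for full effect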
Target sequence (O75884 whole entry, looked up): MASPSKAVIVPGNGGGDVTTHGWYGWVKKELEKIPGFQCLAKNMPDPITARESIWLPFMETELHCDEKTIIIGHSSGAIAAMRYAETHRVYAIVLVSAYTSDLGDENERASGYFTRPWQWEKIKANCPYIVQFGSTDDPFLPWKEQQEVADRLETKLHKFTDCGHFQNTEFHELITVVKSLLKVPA
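Material: RBBP9 protein. Amount: RBBP9 at 2.5 µM in dispensed solution, before mixing. Schedule: 30 min then 45 min, 25 °C. Medium: Tris buffer pH 8.0, NaCl, Pluronic. Measured by: fluorescence polarization. Measure: percent inhibition from mP, scaled between DMSO and no-protein wells. Replication: one well per compound.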
S1P4 ag: agonists of human S1P4 receptor. O95977. S1P4-expressing cell line, agonist reporter assay. activation, % at 4.98 µM. 220,000 tested, 0.35% active; in the data active = activation above about 11%;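 also: 0% = DMSO vehicle and 100% = reference agonist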
NPY-Y1 antag: antagonists of human neuropeptide Y receptor Y1; inhibition, % at 3.6 µM; 200,000 tested, 1% active; HEK293-CNG Y1 cells, membrane potential fluorescence; NPY at EC95, then isoproterenol; AID 1040;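 active = inhibition above the campaign mean inhibition of all tested compounds plus 3 SD, cut at about 20% in these data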;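 also: 0% = DMSO wells given NPY plus isoproterenol and 100% = isoproterenol alone without NPY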
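Material: HEK293 Y1/CNG channel cell line; also added: NPY (25 nM), isoproterenol (1 µM), Ro 20-1724 (25 µM); doses: one concentration, 3.6 µM, in 0.4% DMSO; schedule: compound incubation 1 h at room temperature, readout 45 min post-stimulation; technique: membrane potential fluorescence; measure: fluorescence ratio normalized to % inhibition between controls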
Ba/F3 V617F tox: loss of viability in JAK2V617F-driven Ba/F3 cells | Ba/F3 EpoR-JAK2V617F viability, ATP luminescence | inhibition, % at 5.6 µM | 220,000 tested, 1.1% active | AID 1446;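 active = inhibition above the campaign mean plus 3 SD over all tested compounds, cut at about 24% in these data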;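 also: cytokine-independent growth of Ba/F3 cells driven by EpoR plus mutant JAK2; 0% = DMSO-treated cells and 100% = JAK inhibitor I control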
An asterisk follows results filed as active; nt = no result given.

SMILES | BaF3 parental | Runt-CBFb FRET | NPY2 pot ag | NPY1 pot ag | S1P4 antagonist | RBBP9 inhibitor | S1P4 ag | NPY-Y1 antag | Ba/F3 V617F tox
CCCCCCC1CC(CSc2ncn[nH]2)OC1=O (configuration not stated) | 2 | -4 | -7 | -18 | 0 | -3 | 0.8 | -4 | -4
COc1ccc(CCNC(=O)c2ccc(SC)cc2OC)cc1 | 6 | 1 | -14 | -17 | -5 | -2 | -0.3 | 16 | 6
CC1CN(C(=O)c2ccc(C(=O)c3ccccc3)cc2)CC(C)O1 (configuration not stated) | 2 | 0 | -1 | -1 | 8 | -13 | 0.5 | 3 | 0
CCOCCn1c(=NC(=O)c2cc(Cl)sc2Cl)sc2cc(S(N)(=O)=O)ccc21 | 9 | -6 | 6 | -10 | 0 | -6 | 2.0 | -1 | -1
Nc1cc(=O)[nH]c(SCC(=O)N2CCCCC2)n1 | -2 | 2 | 3 | -1 | -2 | 4 | -2.0 | 5 | -2
Cc1ccnc(N2CCC(C(=O)NNC(=O)COc3cccc4ccccc34)CC2)n1 | 3 | 0 | 12 | -1 | -10 | 1 | 0.4 | 12 | -3
COc1ccc(CC(=O)N2N=C(C)CC2(O)c2cccnc2)cc1OC (configuration not stated) | 7 | 1 | 1 | -4 | -21 | -12 | 1.4 | -2 | -2
Nc1nc(Br)c2ccccc2c1-c1ccccc1 | 6 | 17 | 4 | 1 | -8 | -8 | 1.0 | 5 | 1
Cc1nc2c(sc3nc4c(cc32)COC(C)(C)C4)c(=O)n1CC(=O)NCc1ccco1 | 79* | nt | -6 | -22 | 1 | -9 | -0.8 | -4 | 76*
O=C(CNC(=O)c1ccncc1)N/N=C/c1ccc(Br)cc1 | 5 | 0 | 18 | 13 | -13 | -3 | 1.3 | nt | -3
OCCCn1c(-c2ccccc2)nc(=S)c2c1CCCC2 | 1 | 3 | 7 | -5 | -13 | 1 | -0.5 | -2 | -5
COc1cc(C2SCC(=O)N2c2nnc(C34CC5CC(CC(C5)C3)C4)s2)cc(OC)c1OC (configuration not stated) | 1 | -4 | -2 | 11 | -13 | -6 | 0.8 | 3 | 3
COC(=O)C1=C(C)NC2=C(C(=O)c3ccccc32)C1c1cccc(OC)c1 (configuration not stated) | 5 | -5 | -13 | -4 | -10 | -6 | -1.3 | nt | -1
O=C1C2C3c4ccccc4C(c4ccccc43)[C@@H]2C(=O)N1c1nc(-c2ccccc2)cs1 (some centres not stated) | 6 | -1 | 8 | -23 | -8 | 3 | 0.8 | -3 | -1
Cc1cc[n+](-c2nc3ccccc3nc2[N-]S(=O)(=O)c2cccs2)cc1C | 4 | -1 | 0 | 1 | 24 | -7 | 0.3 | -3 | -2
COc1ccc(N2CCN(C(=O)c3ccc(NS(=O)(=O)c4cccc(F)c4)cc3)CC2)cc1 | 4 | 1 | 15 | 16 | 16 | -5 | -0.2 | -2 | -3
Cn1c(=O)[nH]c(=O)c2c1nc(NCc1ccco1)n2Cc1ccccc1Cl | 1 | 0 | -9 | -6 | -9 | -10 | -0.1 | 0 | 0
Clc1ccc(-c2nc3cnccn3c2Nc2ccc3c(c2)OCO3)cc1 | 10 | 6 | 12 | 5 | 12 | -2 | -2.8 | 15 | 6
OC(CNCc1cccc(Br)c1)c1ccccc1 (configuration not stated) | 7 | 2 | -5 | -3 | -17 | -4 | 2.6 | 10 | -2
c1ccc2c(c1)COC(CNC1CCCCC1)OC2 | 7 | 0 | 3 | 16 | 4 | -9 | 1.1 | 1 | -2
CC1(C)Cc2nc(-c3ccccc3)nc(NNC(=O)c3ccco3)c2CO1 | -1 | 4 | 7 | -18 | 4 | -13 | 1.1 | nt | 2
CC(Oc1cccc(NC(=O)c2cccs2)c1)C(=O)c1ccccc1 (configuration not stated) | 4 | 1 | 3 | -13 | 0 | -13 | 0.4 | 0 | 1
O=S(=O)(c1ccc(Br)cc1)N1CCN(c2ccc3nnc(-c4ccccc4)n3n2)CC1 | 2 | -12 | -1 | -12 | 0 | -11 | -1.5 | 1 | 0
N#Cc1nc(Cc2ccccc2)oc1NCCCn1ccnc1 | 2 | 2 | 22 | -1 | -11 | -6 | 1.8 | -1 | -1
COc1cc(C(C[N+](=O)[O-])c2c(C)[nH]c3ccccc23)ccc1O (configuration not stated) | 6 | -1 | 14 | 11 | -10 | -1 | -1.8 | -1 | 8

The last 3 records of the section before come first, to join the parts:
SMILES | BaF3 parental | Runt-CBFb FRET | NPY2 pot ag | NPY1 pot ag | S1P4 antagonist | RBBP9 inhibitor | S1P4 ag | NPY-Y1 antag | Ba/F3 V617F tox
O=S(=O)(c1ccc(Br)cc1)N1CCN(c2ccc3nnc(-c4ccccc4)n3n2)CC1 | 2 | -12 | -1 | -12 | 0 | -11 | -1.5 | 1 | 0
N#Cc1nc(Cc2ccccc2)oc1NCCCn1ccnc1 | 2 | 2 | 22 | -1 | -11 | -6 | 1.8 | -1 | -1
COc1cc(C(C[N+](=O)[O-])c2c(C)[nH]c3ccccc23)ccc1O (configuration not stated) | 6 | -1 | 14 | 11 | -10 | -1 | -1.8 | -1 | 8
CCOC(=O)N1CCC(NC(=O)CS(=O)(=O)Cc2nc(-c3cccc(OC)c3)oc2C)CC1 | 7 | -3 | -21 | -17 | -9 | -2 | -0.6 | 5 | 3
CCN(CC)C(=O)CSc1nnc(CCNC(=O)OC(C)(C)C)o1 | 2 | -1 | 2 | -11 | -17 | -2 | -2.4 | 1 | 1
COc1ccccc1/C=C/C=N/NC(=O)c1cccs1 | -1 | 1 | 0 | 3 | -11 | -9 | 2.7 | nt | -2
COc1cc(C)ccc1OCCOCCN(C)Cc1ccccc1 | 6 | -3 | -1 | -14 | -3 | 2 | 0.7 | 9 | -1
Cc1sc(NC(=O)c2cc(-c3ccccc3)nc3ccccc23)c(C(N)=O)c1C | 5 | -3 | -19 | -13 | -3 | -10 | -0.4 | 3 | 4
CCOC(=O)c1c(NC(=O)c2cc(C)oc2C)sc(C(=O)Nc2ccc(Cl)cc2)c1C | 1 | -4 | -14 | -8 | -2 | -4 | 0.6 | 2 | 1
COc1cc(OC)cc(C(=O)N/N=C/c2ccc(OC)c(COc3ccc4ccccc4c3)c2)c1 | 5 | -2 | -77 | -55 | -13 | -38 | 1.1 | 10 | 2
c1coc(-c2nnc(SCc3cn4ccccc4n3)o2)c1 | 1 | -1 | 1 | 7 | -5 | -4 | 1.2 | 0 | -2
CCOC(=O)c1ccc([N+](=O)[O-])cc1NC(C)=O | 2 | -2 | 0 | -7 | -6 | -8 | 0.6 | 2 | -4
O=C(O)c1cccc(Cn2cccn2)c1 | 1 | -1 | -7 | -8 | -9 | -4 | 1.5 | -6 | -1
COc1ccc(N2CCN(CCCNC(=O)CCCn3c(=O)[nH]c4ccsc4c3=O)CC2)cc1 | 7 | 0 | -13 | 10 | -4 | -7 | -0.9 | 2 | 1
CC(C)(C)c1cc(C(=O)N/N=C/c2ccco2)n[nH]1 | 2 | 2 | -9 | -19 | -8 | -18 | 1.1 | -2 | 4
Cc1[nH]n(-c2ccc(Cl)cc2)c(=O)c1/C=N/n1c(C)nc2ccccc2c1=O | 2 | -1 | 9 | 2 | -4 | 6 | -0.2 | 0 | 1
COc1c(C)cc(S(=O)(=O)NC2CC(C)(C)NC(C)(C)C2)c(C)c1C | 5 | 0 | 10 | 1 | -20 | -3 | -1.1 | -2 | 3
Cc1cc(C(=O)Nc2ccccc2)c(C)o1 | 2 | 1 | -4 | -1 | -5 | -10 | -2.2 | 6 | 1
c1ccc2c(c1)nc(NCCN1CCOCC1)c1nncn12 | 0 | 2 | 0 | 19 | -18 | 0 | 1.5 | 0 | -5
O=C(Nc1cccc(F)c1)c1c(O)c2cccc3c2n(c1=O)CCC3 | 6 | nt | -9 | 7 | -1 | -8 | -0.3 | 3 | 4
O=C(NC12CC3CC(CC(C3)C1)C2)N1CCC(n2nnc3ccccc32)CC1 | 9 | -3 | 1 | 3 | -5 | -8 | 0.7 | 0 | -1
Cc1ccc(CN(CC(=O)N/N=C/c2ccccc2[N+](=O)[O-])S(=O)(=O)c2ccc(C)cc2)cc1 | 4 | 2 | -7 | 1 | 3 | -12 | -0.6 | 3 | -1
CCc1ccnc(NC(=O)NS(=O)(=O)c2ccc(C)cc2)c1 | 1 | 1 | -11 | -10 | 0 | 3 | -0.9 | nt | 0
CC(C)CC(C(=O)NC(C)(C)C)N(Cc1cccs1)C(=O)c1snc(C(N)=O)c1N (configuration not stated) | 7 | -1 | -6 | -3 | -8 | -11 | -1.5 | 6 | 3
COc1cccc(C2NC(=O)c3ccccc3O2)c1OC (configuration not stated) | 6 | -1 | 5 | 19 | -1 | -9 | -0.7 | 12 | -1
Cc1nc(SCc2cccc(F)c2)[nH]c(=O)c1C#N | 2 | -2 | -24 | -31 | 2 | 0 | 0.7 | 13 | 4
COc1ccc(C(=O)CSc2nnc(-c3ccccn3)n2Cc2ccco2)cc1 | 6 | 13 | -12 | -10 | -8 | -6 | 0.9 | 6 | -1
O=C(CSc1ccccc1)Nc1ccc(-c2nc3ccccc3[nH]2)cc1 | 6 | -5 | -8 | -22 | -7 | -6 | -1.2 | -1 | 0
More records.
SMILES | BaF3 parental | Runt-CBFb FRET | NPY2 pot ag | NPY1 pot ag | S1P4 antagonist | RBBP9 inhibitor | S1P4 ag | NPY-Y1 antag | Ba/F3 V617F tox
CC(C)CCN(C(=O)COc1ccc(C#N)cc1)c1c(N)n(Cc2ccccc2)c(=O)[nH]c1=O | 10 | 0 | -15 | -5 | 14 | -1 | -0.1 | -1 | -2
O=C(NC(=O)c1ccc(Cl)cc1)Nc1ccc(-c2cnco2)cc1 | 0 | -2 | -5 | -28 | 9 | -8 | 0.4 | nt | -2
COc1ccc(CCNC(=O)COC(=O)c2ccc(Br)o2)cc1OC | 4 | 2 | 8 | -14 | -1 | 5 | -5.4 | 1 | -1
Cc1cc(C)c(OCC(=O)Nc2cccc(O)c2)cc1C | 4 | -5 | -11 | -11 | -13 | -8 | -1.5 | 1 | 1
Cn1c(COc2ccc([N+](=O)[O-])cc2)nnc1SCC(N)=O | 2 | 0 | 2 | -2 | -10 | -3 | 0.2 | -2 | 0
CN(C)C(=S)Nc1ccc(Br)cc1Cl | -2 | 1 | -11 | 11 | -5 | -7 | 2.1 | nt | 1
O=S(=O)(NCC1CCCO1)c1cnc(Cl)c(Cl)c1 (configuration not stated) | 5 | 0 | 6 | 14 | -21 | -4 | 0.7 | 0 | 4
Cc1ccc(C(=O)Oc2ccccc2N2C(=O)C3CCCCC3C2=O)cc1 (configuration not stated) | -2 | 2 | -3 | -17 | 1 | 4 | -0.7 | -2 | -5
CC(=O)c1cccc(NC2c3ccccc3C(=O)N2Cc2ccco2)c1 (configuration not stated) | 2 | -1 | 7 | -19 | 3 | -11 | -0.9 | nt | 1
COCc1nnc(NC(=O)CC(c2ccccc2)c2ccccc2)s1 | 6 | 0 | 4 | -10 | 9 | -8 | -1.1 | 9 | 2
